Source: PubChem
Shiga inhibitor – Shiga toxin inhibition; 290,000 tested, 9.2% active; AID 2315; Vero cells, Shiga toxin protein synthesis inhibition reporter; inhibition, % at 38.7 µM; in the data active = inhibition mostly above about 28%, no sharp cut-off; inactive = mostly below about 43%; note: 0% is about no effect
CHX counter – counter-screen hit for Shiga toxin inhibitors, cycloheximide. cell reporter, cycloheximide protein synthesis inhibition counterscreen. max response, %. 300,000 tested, 12% active. AID 2314; in the data active = max response mostly above about 13%, no sharp cut-off; inactive = mostly below about 14%; note: read at 38.3 µM for the half of the compounds with a filed dose; 0% is about no effect
HCV inhibitor – inhibitors of hepatitis C virus infection; Potency, µM (series often up to 41.8 µM), for the others: at the top dose activity change, negative = inhibition, usual class: inhibitors; 340,000 tested, 3.4% active; Huh7.5.1 HCVcc-Cre infection, luciferase reporter, 44 h; note: potency is the fitted concentration of half-maximal effect; % is set by controls: 0 for no effect and ±100 for the full control effect
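Infectious HCV cell culture screen: compound-treated cells (1,000/well, pre-plated 4 h) are infected with HCVcc-Cre at roughly 0.5 moi and grown 44 h. Infection is quantified by luciferase signal after 15 min substrate incubation at room temperature.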
Pf growth 96h – P. falciparum growth inhibition at 96 hours | P. falciparum luciferase reporter growth, 96 h | Potency, µM (doses to about 28.7 µM), for the others: top-dose activity change, negative = inhibition, actives largely listed as inhibitors | 320,000 tested, 6.9% active | AID 504834; note: potency is the fitted concentration of half-maximal effect; % is set by controls: 0 for no effect and ±100 for the full control effect
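Cell-based qHTS: luciferase-tagged P. falciparum in erythrocytes (2% hematocrit, 0.05% parasitemia final) incubated with compounds for 96 hours, 37 C, 5% CO2; luciferase detection reagent then added and luminescence measured.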
FBPA Giardia inh – blocks Giardia fructose-bisphosphate aldolase activity; A8B2U2; purified Giardia FBPA; Potency, µM (doses to about 59.6 µM), inactives show at the top dose activity, negative = inhibition, most hits filed as inhibitors; 290,000 tested, 0.71% active; AID 2451; note: potency is the fitted concentration of half-maximal effect; % is set by controls: 0 for no effect and ±100 for the full control effect; nearly all actives have a fitted effect of over 55% in size
Target sequence (A8B2U2 whole entry, looked up): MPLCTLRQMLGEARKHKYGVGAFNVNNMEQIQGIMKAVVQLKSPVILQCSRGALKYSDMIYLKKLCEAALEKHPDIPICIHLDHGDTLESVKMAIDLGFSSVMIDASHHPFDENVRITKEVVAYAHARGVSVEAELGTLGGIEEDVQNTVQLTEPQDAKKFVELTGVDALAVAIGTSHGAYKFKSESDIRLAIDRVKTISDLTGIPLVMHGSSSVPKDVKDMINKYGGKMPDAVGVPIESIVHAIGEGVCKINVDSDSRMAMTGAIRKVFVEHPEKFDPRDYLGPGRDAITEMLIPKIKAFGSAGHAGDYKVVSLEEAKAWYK
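40 nM FBPA preincubated 10 min at RT with compound (up to 57.5 uM final), then substrate plus GAPDH/TPI/NAD/arsenate coupling and diaphorase/resazurin added. Fluorescence read after 20 min at RT, 525/598 nm.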
Pf growth 48h – P. falciparum growth inhibition at 48 hours (one generation); 310,000 tested, 5.9% active; P. falciparum luciferase growth in erythrocytes, 48 h; Potency, µM (top dose mostly 28.7 µM), without a hit: at the top dose activity change, negative = inhibition, actives largely listed as inhibitors; note: potency is the fitted concentration of half-maximal effect; % is set by controls: 0 for no effect and ±100 for the full control effect
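Luminescence readout; reporter = integrated firefly luciferase in P. falciparum. RBC culture at 2% hematocrit, 0.1% parasitemia final, 37 C/5% CO2; decreased signal taken as growth inhibition.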
* = called active by the depositor; ? = inconclusive; · = not tested or not shown; + = active, no number; & = joins results of further samples; [ ] = remark or other dose. Unless noted, calls come from the whole dose curve; as a rule, active = well fitted curve in the direction sought with a large enough effect; inconclusive = small, poorly fitted or top-dose-only effect, or another doubt; inactive = no such curve, though single readings can be large; an effect the other way counts as inactive or inconclusive.

SMILES	Shiga inhibitor	CHX counter	HCV inhibitor	Pf growth 96h	FBPA Giardia inh	Pf growth 48h
CCOC(=O)C1=C(c2ccccc2)c2ccc(OC)cc2N(S(=O)(=O)C(F)(F)F)C1C(=O)OCC (stereo not drawn)	22	1	2µM*	·	-9%	·
OCC[C@H]1C[C@H](O)[C@@H](O)[C@@]2(Cc3ccccc3CO2)O1	·	·	15%	?	·	9%
O=C1NC(=Nc2ccccc2)/C(=C/c2ccco2)S1	-7	9	11µM*	?	-18%	?
COc1cccc(C(=O)CSc2nccn2C)c1	97*	31*	-3%	12µM*	?	77%[activator]
O=C(NCc1nnc(SCC(=O)N2CCN(c3ccccc3)CC2)o1)c1c(F)cccc1F	17	-1	?	-8%	-5%	?
CCc1nc2ccccc2c(C(=O)OCC(=O)NCc2ccc3c(c2)OCO3)c1C	-9	-5	?	?	-4%	-11%
Cn1ccnc1SCCNC(=O)CCc1nnc(CCCCc2ccccc2)o1	23*	12	3%	?	-6%	-23%
CCCCn1c(O)c(C(C)=NCc2ccc(F)cc2)c(=O)[nH]c1=O	-22	-6	-21%	6.6µM*	9%	-14%
CC(C)C(NC(=O)c1ccc(C(C)(C)C)cc1)C(=O)N1CCCC1 (stereo not drawn)	12	10	-10%	?	-22%	?
CCc1ccccc1NC(=O)C1CCCN(c2nccc(C)n2)C1 (stereo not drawn)	-5	-1	14%	-1%	5%	?
CNC(=O)C(=O)Nc1cc2c3c(c1)CCN3C(=O)CC2	-7	-3	17%	37%	2%	16%
O=C(NC12CC3CC(CC(C3)C1)C2)c1ccc([N+](=O)[O-])o1	15	11*	-5%	?	2%	5.2µM*
O=C(NCc1cccs1)c1nn2cccnc2c1Cl	56	22*	19%	·	1%	?
CC(=O)Nc1nc2n(n1)C(c1ccc(Cl)cc1)C=C(C)N2 (stereo not drawn)	-12	8	5%	27%	-12%	3%
Cc1ccc(SCC(=O)OC(C)C(=O)NCc2ccccc2)cc1C (stereo not drawn)	·	·	2%	11%	·	0%
Cc1ccc(S(=O)(=O)CCC(=O)Nc2ccccc2Cl)cc1	3	2	5%	7%	19%	8%
COc1ccc(NC(=O)C2CCC(N3C(=O)C4C5C=CC(C5)C4C3=O)CC2)cc1 (stereo not drawn)	14	7	5%	·	-1%	?
CCn1cc(SCC(N)=O)c2ccccc21	-16	-1	-11%	13%	0%	3%
Cc1ccc2nc(SCC(=O)NC(=O)NCc3ccco3)[nH]c2c1	13	13*	12%	·	1%	?
Oc1ccc(-c2cn3ccccc3n2)cc1	25	23*	1%	309%[activator]	-9%	109%[activator]
O=S(=O)(c1ccccc1)N1N=C(c2cccs2)CC1c1ccc(Br)cc1 (stereo not drawn)	47	-1	9%	16%	7%	?
Cc1ccc(S(=O)(=O)c2c(C)nn(C(C)(C)C)c2OC(=O)C2CCCC2)cc1	-10	-4	?	11%	7%	-20%
Cc1ccccc1OC(C)C(=O)NCCC1=CCCCC1 (stereo not drawn)	-31	4	-10%	13%	·	8%
CC(C)CC(NC(=O)c1ccc(Cl)cc1Cl)C(=O)O (stereo not drawn)	-24	-4	-11%	·	0%	1%
CCOC(=O)/C(C#N)=C/c1cccc(C)c1	3	6	18%	3%	-10%	28%
O=c1cc(CN2CCN(S(=O)(=O)c3ccc4ccccc4c3)CC2)nc2sccn12	-9	-8	-17%	17%	1%	14%
CN(C)c1oc(/C=C/c2ccccc2)nc1C#N	48*	44*	-13%	66%[activator]	-8%	106%[activator]
COc1ccc(OC)c(S(=O)(=O)N(C)CC(=O)N2CCN(c3ccccc3F)CC2)c1	-2	-2	?	·	2%	?
O=C(CN1CCC(NC(=O)c2ccccc2Cl)CC1)NCc1ccco1	10	-3	8%	98%[activator]	-6%	22%
Cc1onc(C(=O)Nc2cccnc2Cl)c1[N+](=O)[O-]	-2	17	-5%	-33%	-6%	?
COc1ccc(NCc2ccc([N+](=O)[O-])s2)cc1	31	21*	4%	5%	-22%	?
COc1ccc(Nc2nc3c([nH]2)c(=O)[nH]c(=O)n3C)cc1	-7	1	12%	13µM*	-6%	3%
CC(OC(=O)CNC(=O)c1sc2ccccc2c1Cl)c1ccccc1 (stereo not drawn)	·	·	-5%	12%	·	-11%
CC(=O)Nc1ccc(C(=O)Nc2ccc3c(c2)OCCO3)cc1	42*	27*	-2%	?	1%	·
Cc1ccc(-c2ncccc2OC(=O)C23CC4CC(CC(C4)C2)C3)cc1	32	13	4%	9.3µM*	-15%	?
O=C(NCc1ccccc1)C(=O)Nc1nc(-c2ccccc2)cs1	15	6	?	1%	-7%	-10%
Cc1ccnc(NCc2cc(C)ccc2O)c1	·	19*	18%	-20%	4%	?
CC(C)(C)NC(=O)CN(Cc1ccc2c(c1)OCO2)C(=O)CNS(=O)(=O)c1ccc(F)cc1	-6	-3	1%	?	·	2%
Cc1ccc(-c2nnn(CC(=O)Nc3cccc4cccnc34)n2)o1	10	6	-6%	10%	-1%	-2%
O=C(Nc1nnc(-c2ccccc2)o1)Nc1ccccc1Cl	17	15*	8%	?	1%	36%[activator]
CC1=NOC(=O)/C1=C\c1ccc(-c2ccc(Cl)c(C(=O)O)c2)o1	-6	9	32%[activator]	?	-21%	3%
O=C(CSc1nccc2ccccc12)N1CCN(c2ccccn2)CC1	22	1	-12%	-11%	-1%	·
COc1cc(OC)c(NC(=O)CCc2ccccc2)cc1Cl	-4	7	?	·	-17%	·
O=C(CCl)c1ccc2[nH]c(=O)oc2c1	-5	-3	-5%	?	-11%	?
Cc1ccc(OC(=O)c2cc(C)nn2C(C)(C)C)cc1	-8	-1	-23%	47%	6%	32%[activator]
Cc1ccc(-c2ccc(CCC(=O)O)n2CC2CCCO2)cc1 (stereo not drawn)	-22	14*	20%	?	12%	-14%
CSCCCNC(=O)c1ccc(OC2CCN(CCc3ccccc3)CC2)cc1	93*	31*	3%	13µM*	2%	?
CCOC(=O)C1CCN(CCC(=O)Nc2ccc(F)cc2)CC1	0	1	18%	?	7%	-14%
Cc1ccc(CCC(=O)Nc2ccc([N+](=O)[O-])cc2Cl)o1	0	1	?	?	17%	-6%
CS(=O)(=O)N(CC(=O)Nc1ccccc1C(=O)N1CCOCC1)c1ccc(F)c(Cl)c1	20	-2	26%	30%	·	8%

More results follow:
SMILES	Shiga inhibitor	CHX counter	HCV inhibitor	Pf growth 96h	FBPA Giardia inh	Pf growth 48h
CC1(C)Cc2c(C#N)c(NCCc3ccccc3)nc(-c3ccco3)c2CO1	-11	3	?	-1%[5.75 µM]	0%	0%
NS(=O)(=O)c1cccc(NC(=O)Cn2cc(C(F)(F)F)cc(Cl)c2=O)c1	9	-1	8%	20%	-1%	13%
CC1=CC(C)(C)NC(=S)N1c1cccc2cc(S(=O)(=O)O)ccc12	-6	-3	5%	35%[activator]	?	34%[activator]
CC(C)[C@@H](C(=O)N1CCN(C(=O)OC(C)(C)C)CC1)n1cc(CCO)nn1	-8	-1	10%	7%	7%	4%
COc1ccc(-c2coc3cc(O)c(OC)cc3c2=O)cc1	·	·	?	81%[activator]	·	99%[activator]
Cc1cccc(-n2ncc3c2CCCC3NC(=O)CC(F)(F)F)c1C (stereo not drawn)	-7	-3	7%	0%	-4%	0%
Cn1c(N)c(C(=O)CSc2nnc(NC3CCCCC3)s2)c(=O)n(C)c1=O	·	·	-4%	1.3µM*	·	?
CN1C[C@@H](CO)C=C2c3cccc4[nH]cc(c34)CC21 (stereo partly drawn)	-4	-8	·	·	-1%&-10%	·
O=C(O)c1ccc(Cl)c(S(=O)(=O)NCc2cccnc2)c1	24	11	-2%	36%[activator]	13%	12%
CCC(=O)c1ccc(OCC(=O)N(Cc2nnc(-c3ccccc3Cl)o2)C2CC2)cc1	·	·	?	?	·	?

Record cards, as listed above. Screens in order: Shiga inhibitor	CHX counter	HCV inhibitor	Pf growth 96h	FBPA Giardia inh	Pf growth 48h
CCC(=O)c1ccc(OCC(=O)N(Cc2nnc(-c3ccccc3Cl)o2)C2CC2)cc1 reads ·	·	?	?	·	?
CC1(C)Cc2c(C#N)c(NCCc3ccccc3)nc(-c3ccco3)c2CO1 reads -11	3	?	-1%[5.75 µM]	0%	0%

The list goes on.
SMILES	Shiga inhibitor	CHX counter	HCV inhibitor	Pf growth 96h	FBPA Giardia inh	Pf growth 48h
C#CCOCCOCCOCCNc1nc(N2CCN(C(=O)CCCCCCCCCCNC(=O)[C@@H](CCC(=O)O)n3cc(CCCCCN)nn3)CC2)nc(N2CCN(C(=O)CCCCCCCCCCNC(=O)[C@@H](CCC(=O)O)n3cc(CCCCCN)nn3)CC2)n1	·	·	4%	?	·	2.9µM*
Cc1ccc(S(=O)(=O)NC(=O)NCCCN2CCOCC2)cc1	-6	-6	6%	14%	-5%	14%
O=C(O)CNc1ncccc1[N+](=O)[O-]	-8	-2	-4%	18%	0%	7%
Cc1cccc(C2=NN(c3ccccc3)[C@H](CO)[C@H]2C)c1	+	22	·	·	-22%[89.2 µM]	·
O=C1CCC(=O)N1c1ccccc1	-2	-2	11%	-42%	8%	-10%
O=C(NS(=O)(=O)c1ccccc1)c1ccccc1F	-5	-2	-2%	24%	11%	10%
CC(C)NC(=O)c1cc(-c2cccs2)nc2ccccc12	-3	-7	-5%	0%	5%	-12%
Cn1cc(-c2cccc(C(F)(F)F)c2)cc(C#N)c1=O	-10	3	-16%	70%[activator]	5%	43%[activator]
O=P(/C(=N/O)Sc1ccccc1)(N1CCOCC1)N1CCOCC1	-15	-1	2%	-14%	7%	?
Cc1nonc1OCCNCCNc1ccc([N+](=O)[O-])cc1Cl	-10	-2	-6%	1%	2%	?
COc1ccc(NC(=O)CSc2nc3[nH]ncc3c(=O)[nH]2)c(OC)c1	·	·	5%	-13%	·	-4%
O=C(NC1CCCCC1)C(c1ccccc1)N(Cc1cccnc1)C(=O)c1csnn1 (stereo not drawn)	-2	-5	5%	-4%	0%	?
Cc1ccc(NC(=O)CN2CCOCC2)cc1Cl	6	-3	-5%	21%	8%	·
CCN(CC)CCNC(=O)CS(=O)Cc1nc(-c2ccc(Cl)cc2)oc1C (stereo not drawn)	-15	-4	?	-3%	-3%	-4%
O=C(NCCN1CCOCC1)c1ccc(F)cc1	15	6	-4%	·	3%	7%
CCc1nc(C)cc2c1sc1ccccc12	38	19*	?	32%[activator]	-12%	23%
C/C(=C\C(=O)c1ccc(C)cc1)Nc1cccc(O)c1	93*	43*	13µM*	145%[activator]	0%	398%[activator]
O=C(CCN1C(=O)CSc2ccccc21)Nc1cccc(C(F)(F)F)c1	·	·	?	24%	·	-1%
COc1ccc(C(=O)Nc2ccc(C)cn2)c(OC)c1	-7	-3	10µM*	3%	-13%	32%[activator]
Cc1[nH]n(-c2cccc(Cl)c2)c(=O)c1-c1ccc(Cl)cc1	35	12	?	0.41µM*	-6%	·

The final 4 entries of the section above come first, to join the parts:
SMILES	Shiga inhibitor	CHX counter	HCV inhibitor	Pf growth 96h	FBPA Giardia inh	Pf growth 48h
C/C(=C\C(=O)c1ccc(C)cc1)Nc1cccc(O)c1	93*	43*	13µM*	145%[activator]	0%	398%[activator]
O=C(CCN1C(=O)CSc2ccccc21)Nc1cccc(C(F)(F)F)c1	·	·	?	24%	·	-1%
COc1ccc(C(=O)Nc2ccc(C)cn2)c(OC)c1	-7	-3	10µM*	3%	-13%	32%[activator]
Cc1[nH]n(-c2cccc(Cl)c2)c(=O)c1-c1ccc(Cl)cc1	35	12	?	0.41µM*	-6%	·
COc1cccc(N=Nc2c(=O)[nH]n3c(C)cc(C)nc23)c1	13	-3	2%	0%	?	9%
COc1ccc(N(C(C)C(=O)N/N=C/c2cc(Br)c(C)o2)S(C)(=O)=O)cc1 (stereo not drawn)	-6	-2	16%	-18%	0%	?
COc1ccc(S(=O)(=O)N2CC(=O)Nc3ccccc32)cc1	-4	-2	1%	?	4%	-10%
CCOc1ccc(NC(=O)CN(C)Cc2cc(=O)n3c(-c4ccccc4)csc3n2)cc1OCC	-5	2	6.3µM*	?	-3%	?
